SENP7 inh: blocks the human protease SENP7. 330,000 tested, 1.5% active. AID 434973. Q9BQF6. inhibition, % at 5 µM. recombinant SENP7, Z-RLRGG-aminoluciferin luminescence, 40 min;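 active means inhibition above about 50% at the single test dose, limit read from the data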;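 further: plate controls were DMSO with enzyme for no effect and no enzyme buffer wells for full effect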
Target sequence (Q9BQF6 706-1050 limits assumed): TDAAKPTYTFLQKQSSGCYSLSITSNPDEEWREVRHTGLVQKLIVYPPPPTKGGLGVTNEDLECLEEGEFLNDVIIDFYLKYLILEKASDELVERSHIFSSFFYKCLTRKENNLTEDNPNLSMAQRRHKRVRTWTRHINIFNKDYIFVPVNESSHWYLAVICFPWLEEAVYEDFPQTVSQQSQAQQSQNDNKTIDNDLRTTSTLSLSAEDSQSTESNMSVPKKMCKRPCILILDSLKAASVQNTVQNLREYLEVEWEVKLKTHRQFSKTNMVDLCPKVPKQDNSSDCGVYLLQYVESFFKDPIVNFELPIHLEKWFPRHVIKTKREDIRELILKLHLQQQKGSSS
HKDC1 inhibitor: HKDC1 (human) hexokinase inhibition. inhibition, % at 20 µM. Q2TB90. recombinant HKDC1, G6PDH/diaphorase resazurin coupled fluorescence. 340,000 tested, 0.16% active;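 active means inhibition above about 35% when tested at 20 µM, limit read from the data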;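 further: plate controls were DMSO wells with enzyme for no effect and DMSO wells lacking enzyme for full effect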
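Test system: Recombinant HKDC1 (HK5) hexokinase enzyme, produced in-house | Input: HKDC1 at 5 µg/mL | Buffer or medium: Tris pH 8.0 buffer with MgCl2, Tween-20, BSA, BME | Schedule: 90 min reaction incubation at room temperature, dark | Technique: Resazurin-to-resorufin fluorescence via G6PDH and diaphorase coupling, 525/613 nm | Controls: DMSO wells with and without enzyme mix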
UBC13 inh: inhibitors of human UBC13 polyubiquitin chain formation | 330,000 tested, 0.47% active | inhibition, % at 20 µM | TR-FRET | P61088; in the data active means inhibition above about 45%, passing the limit was not always enough
Target sequence (P61088 whole entry, looked up): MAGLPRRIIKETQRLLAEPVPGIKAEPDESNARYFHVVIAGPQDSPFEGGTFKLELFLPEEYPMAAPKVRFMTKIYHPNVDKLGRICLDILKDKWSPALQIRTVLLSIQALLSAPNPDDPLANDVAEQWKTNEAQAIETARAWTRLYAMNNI
Apaf-1 inh: human Apaf-1 inhibition; O14727; inhibition, % at 20 µM; reconstituted apoptosome caspase-3 activity, DEVD-Rh110 fluorescence; 330,000 tested, 0.71% active; active means inhibition of at least 40% at 20 µM;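 further: plate controls were DMSO wells for no effect and DEVD-CHO caspase inhibitor wells for full effect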
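System: reconstituted apoptosome with Apaf-1, cytochrome c, caspase-9, procaspase-3, dATP; Signal: Rh110 fluorescence intensity; Schedule: 30 min compound preincubation, 50 min activation, room temperature; Reagent: cytochrome c trigger plus (Z-DEVD)2-Rh110 caspase-3 substrate.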
697 NFkB inh: lowers PMA/ionomycin-induced NF-kB signal in 697 B cells; 697 B-cell NF-kB luciferase reporter, 16 h; inhibition, % at 4 µM; 330,000 tested, 0.33% active; AID 435022; in the data active means inhibition above about 35%
Gli-Sufu block: blocks Gli-Sufu signaling in a luciferase reporter; Sufu-KO-LIGHT fibroblasts, Gli luciferase reporter luminescence; inhibition, % at 5 µM; 340,000 tested, 0.74% active; AID 588413;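 active means inhibition above about 55%, limit read from the data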;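 further: 0% = DMSO-treated cells and 100% = wells with medium but no cells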
SENP8 inh: inhibitors of human SENP8 protease. 330,000 tested, 1.2% active. Q96LD8. purified SENP8, Z-RLRGG-aminoluciferin cleavage, luminescence. inhibition, % at 10 µM. AID 2540
Target sequence (Q96LD8 whole entry, looked up): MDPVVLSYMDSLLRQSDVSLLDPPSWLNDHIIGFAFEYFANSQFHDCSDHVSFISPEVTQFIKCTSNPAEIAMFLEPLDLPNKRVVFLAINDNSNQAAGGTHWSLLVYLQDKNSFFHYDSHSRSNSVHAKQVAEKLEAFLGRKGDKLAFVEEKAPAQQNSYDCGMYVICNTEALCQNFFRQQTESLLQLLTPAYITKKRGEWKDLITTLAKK
Jurkat NFkB inh: lowers PMA/ionomycin-induced NF-kB signal in Jurkat cells | PMA/ionomycin-induced NF-kB luciferase reporter, luminescence | inhibition, % at 4 µM | 330,000 tested, 0.53% active | AID 435003
An asterisk follows results filed as active. Unless noted, no stated cut-off is given here; in the data, active means inhibition above about 50%; inactive means the rest.

SMILES	SENP7 inh	HKDC1 inhibitor	UBC13 inh	Apaf-1 inh	697 NFkB inh	Gli-Sufu block	SENP8 inh	Jurkat NFkB inh
COCCn1c(SCC(=O)N2CCCC2)nnc1-c1ccco1	0	6	6	2	1	-15	5	2
Cc1cc(C)c(-c2csc(NC(=O)c3cc([N+](=O)[O-])ccc3N3CCOCC3)n2)c(C)c1	5	-4	-7	-6	-5	5	-12	1
Cc1ccc(C)c(NC(=O)c2cc(-c3cc(C)cc(C)c3O)n[nH]2)c1	3	-3	-3	17	14	4	-19	-14
COc1ccc(OC)c(CN2CCN(C(=O)CNC(=O)c3cc(C)cc(C)c3)CC2)c1	-4	-2	5	17	0	-6	-20	-11
COc1cccc2cc(-c3ccnc(N)n3)oc12	53*	-3	3	-15	-14	-30	21	-28
O=C(Cc1ccccc1)NCC(=O)OCc1ccc([N+](=O)[O-])cc1	-5	0	-6	10	-6	-2	-10	0
COCCCNC(=O)CCc1c(C)c2cc3c(C)coc3cc2oc1=O	-2	-4	15	-4	4	-29	1	3
Cc1cc(NC(=O)c2ccc(F)cc2F)n(-c2nc3ccccc3[nH]2)n1	-8	9	-5	12	-9	1	-10	-12
O=C1c2ccccc2-c2cccnc21	-4	-3	-14	7	-1	7	-3	-3
Cc1cc(-c2ccccc2)c2c3c(cn2n1)c(=O)n(C)c(=O)n3C	-1	0	-9	9	4	-14	-6	6
O=C(Nc1ccc(NC(=O)C23CC4CC(CC(C4)C2)C3)cc1)c1cc(F)c(F)cc1Cl	1	-10	-34	5	-41	-5	-7	-20
O=C(O)C1CCCCC1C(=O)NCc1ccncc1 (configuration not stated)	8	-26	-4	9	-10	-4	-7	3

Compound profiles (already shown). Order of values: SENP7 inh	HKDC1 inhibitor	UBC13 inh	Apaf-1 inh	697 NFkB inh	Gli-Sufu block	SENP8 inh	Jurkat NFkB inh
Cc1cc(-c2ccccc2)c2c3c(cn2n1)c(=O)n(C)c(=O)n3C is entered as -1	0	-9	9	4	-14	-6	6
Cc1cc(C)c(-c2csc(NC(=O)c3cc([N+](=O)[O-])ccc3N3CCOCC3)n2)c(C)c1 is entered as 5	-4	-7	-6	-5	5	-12	1
COc1cccc2cc(-c3ccnc(N)n3)oc12 is entered as 53*	-3	3	-15	-14	-30	21	-28

Limited to Jurkat NFkB inh, SENP7 inh and SENP8 inh, for two of the compounds above:
molecule	Jurkat NFkB inh	SENP7 inh	SENP8 inh
Cc1cc(NC(=O)c2ccc(F)cc2F)n(-c2nc3ccccc3[nH]2)n1	-12	-8	-10
O=C1c2ccccc2-c2cccnc21	-3	-4	-3

Continued:
SMILES	SENP7 inh	HKDC1 inhibitor	UBC13 inh	Apaf-1 inh	697 NFkB inh	Gli-Sufu block	SENP8 inh	Jurkat NFkB inh
Clc1ccccc1CNc1nc2ccccc2n2cnnc12	4	2	6	5	11	-6	11	3
CCN(CC(=O)Nc1ccc(NC(C)=O)cc1)C(=O)c1cccc(Oc2ccccc2)c1	-2	3	3	7	17	-4	-4	19
CC(C)Oc1ccc(C(CC(=O)O)NC(=O)c2cccs2)cc1 (configuration not stated)	-4	8	3	-16	3	-4	-2	7
CCOc1ccc(N=C(NC#N)SCC)cc1	10	-7	-2	15	-21	-6	-8	-11
CCC(=O)Nc1ccc(C(=O)N/N=C/c2c(C)[nH]c3ccccc23)cc1	-2	-7	-2	6	21	-1	-10	-4
O=C(CCSc1ccccc1)N1CCN(c2ccccc2F)CC1	3	-1	6	8	-71	-10	0	-34
COc1ccccc1NC(=O)Oc1ccc(C(C)=O)cc1	2	2	3	-5	34	-26	4	-6
Clc1ncccc1-c1nnn(-c2ccccc2)n1	89*	0	6	2	-148	-52	86*	-138
O=C1OC2(O)C3C4C=CC(C4)C3C(=O)N2c2ccccc21 (configuration not stated)	-7	0	-2	-9	11	4	4	4
COc1cccc(OCC(=O)NNC(=O)C(=O)N2CCCC2)c1	-5	-5	8	-14	7	-5	-4	3
CCCN(CCC)C(=O)Nc1ccc(F)cc1F	8	14	-2	-14	8	-1	-3	-8
COc1cccc(NC(=O)c2cc3ccccc3oc2=O)c1	100*	1	-3	-5	-85	-81	90*	-128
CC(=O)c1sc(Nc2nc(C)cc(C)n2)nc1C	6	-4	2	5	6	-21	-8	15
Cc1cc2ccccc2n1CCNC(=O)C(C)Oc1ccccc1 (configuration not stated)	1	-3	18	35	1	4	13	3
O=C(NC(=S)NC1C2CC3CC(C2)CC1C3)c1ccccc1 (configuration not stated)	-4	6	1	15	-14	-7	3	-5
O=C1c2cccc3c(Nc4ccccc4Cl)c([N+](=O)[O-])cc(c23)C(=O)N1CCO	-5	17	-84	14	-13	11	-12	-3
CC(c1ccccc1)N1C(=O)/C(=C/c2ccncc2)SC1=S (configuration not stated)	-1	16	3	9	-38	9	-1	14
O=S1(=O)[C@H]2C[C@@H]3C=C[C@@]2(CN1Cc1cccc(F)c1)O3	4	-6	-16	3	16	-11	-5	3
CC1CCC2(CC1)NC(=O)N(NC(=O)c1cccs1)C2=O (configuration not stated)	-1	-2	12	-10	3	7	1	0
CCCN1CNC(=S)N(c2cccc(C)c2)C1	11	1	1	-11	-15	3	-3	-18
Cc1nccn1CCCNC(=O)CC1C(=O)NCCN1Cc1ccc(Cl)c(F)c1 (configuration not stated)	-2	-7	2	8	-12	2	-13	-17
Cc1ccc(N=C(NO)c2nonc2N)c(C)c1	-7	3	-6	10	-19	-5	-9	-7
O=C(Oc1ccccc1C(=O)N1CCOCC1)c1ccccc1	11	-9	12	-15	14	3	-3	1
O=C(Cc1ccccc1)Nc1ccc(NC(=O)c2ccccc2)nc1	11	-6	8	3	-10	-20	-3	-63
O=C(Cn1c(=O)c2cccn2c2ccccc21)NCCc1ccccc1	-8	-3	-8	-7	-15	-7	-4	7
CCOc1ccc(CN2CCNC(=O)C2CC(=O)O)cc1 (configuration not stated)	11	-8	5	2	4	3	-9	3
O=C(OCc1nc2ccc(Cl)cc2n1CCO)c1ccc2c(c1)OCO2	-2	-1	2	4	6	-6	1	-5
S=C(NCCC(c1ccccc1)c1ccccc1)Nc1ccccc1Cl	-5	3	4	7	-2	4	-2	-16
CCN(CC)C(=S)Nc1ccc(Cl)c(Cl)c1	2	11	7	0	7	6	-6	9
CN(C)C(=O)[C@H]1C[C@H]1[C@@H](O)[C@H](CO)NC(=O)[C@H](Cc1ccccc1)NC(=O)OC(C)(C)C	8	-5	-4	2	32	-6	-3	-9
CCOC(=O)c1ccccc1NC(=O)CSc1nc2[nH]ncc2c(=O)[nH]1	3	2	-1	3	23	3	-5	7
CCCC1O[C@@H]2CC3C4CCC5=CC(=O)C=C[C@]5(C)C4C(OC(C)=O)C[C@]3(C)[C@]2(C(=O)COC(C)=O)O1 (some centres not stated)	7	2	-4	34	-29	48	9	13
CCOc1ccc(C(CC(=O)O)NC(=O)C23CC4CC(CC(C4)C2)C3)cc1 (configuration not stated)	2	-6	9	-21	12	2	0	-1
COC(=O)C(CCSC)NC(=O)CNS(=O)(=O)c1ccc(Br)cc1 (configuration not stated)	-5	-4	3	-1	3	13	-7	0
COC(=O)C1=C(N)OC2=C(C(=O)CC(C)(C)C2)C1c1cccnc1 (configuration not stated)	-1	-6	-7	-308	10	-6	-5	2
CCOc1ccccc1C(C(=O)NC1CCCCC1)N(C(=O)c1csnn1)C1CC1 (configuration not stated)	-7	-5	5	9	3	15	-2	9
CCn1c(SCC(=O)Nc2nc(C)c(C)s2)nnc1-c1cccs1	8	-1	-5	4	0	-5	2	2
Cc1ccc(N(CC2CO2)S(=O)(=O)c2ccccc2[N+](=O)[O-])cc1 (configuration not stated)	-17	0	-4	-3	20	-4	-7	-3
Oc1ccc(-c2csc(-c3cccnc3)n2)cc1O	0	6	3	-11	-104	-12	-3	-35
Cc1c(C#N)c(=O)oc2ccc3ccccc3c12	5	3	5	-97	18	3	4	3
O=C(CSc1ccc2nnc(-c3ccc(F)cc3)n2n1)NCC1CCCO1 (configuration not stated)	4	-10	32	-19	4	5	-7	-10
CCCn1c(C(O)c2ccc(OCC)cc2)nc2ccccc21 (configuration not stated)	2	-7	10	4	-7	2	4	14
CNCC(O)Cn1c2c(c3ccccc31)CCCC2 (configuration not stated)	-1	-8	1	-18	-3	8	0	-4
COc1ccc(N(CCC(=O)O)S(=O)(=O)c2ccc(C)c(C)c2)cc1	1	-7	-3	-8	-38	-4	6	-2
CC(C#N)Sc1nnc(Nc2ccccc2)s1 (configuration not stated)	-4	-3	6	-12	3	-6	-4	-1
O=C(OCC(=O)N1CCc2ccccc21)c1ccccn1	-5	-10	9	-2	-2	-2	-10	-6
O=C(NN1C(=O)C2C3C=CC(C3)C2C1=O)c1ccncc1 (configuration not stated)	0	-15	5	-3	-3	1	-2	-3
O=C(NCC1OCCc2ccccc21)c1ccc(NC(=O)c2ccccc2Cl)cc1 (configuration not stated)	-2	20	9	9	-17	-6	-5	10
COc1ccc(-c2nnc3ccc(SC)nn23)cc1	5	21	0	-2	-1	-11	-4	0
COc1ccc(N=c2cc(-c3ccc(O)cc3)oc3ccccc23)cc1	-3	-5	-40	2	-17	14	0	-9
COc1cccc2c(=O)cc(C)n(CC(=O)Nc3ccc(Br)cc3)c12	-9	0	2	9	-10	6	-11	0
O=C(O)CC1SC(=Nc2cccc(O)c2)NC1=O (configuration not stated)	-2	-7	-1	-7	-3	-1	-6	4
CCOc1cc(C(=O)NCC(=O)N/N=C/c2sccc2C)cc(OCC)c1OCC	11	-7	-5	10	5	1	0	11
COc1cccc(NC(=O)Nc2ccc3c(c2)N(C)C(=O)CS3)c1	-3	4	2	12	4	40	-11	-4
CC(C)CCc1noc(CN(CC2CCC2)CC2CCCO2)n1 (configuration not stated)	1	2	18	5	-5	9	-1	-7
CC(C)C[C@H](NC(=O)OC(C)(C)C)C(=O)NCC1CCC(C(=O)N[C@@H](Cc2ccccc2)C(=O)O)CC1 (some centres not stated)	2	-5	-1	6	4	1	6	-24
CCNc1ccc(S(=O)(=O)NCCN(C)C)cc1[N+](=O)[O-]	-4	-7	-16	-10	-10	6	2	-4
S=C1NCN(C2CCCCC2)CN1c1ccccc1	-4	-3	9	-3	2	-2	-2	6
CCCCOc1ccc(CSC2=NCCN2)cc1[N+](=O)[O-]	3	-15	-12	-5	-40	-9	-8	-28
CC(=O)Nc1ccc(NC(=O)Cn2c(=O)n(-c3ccc(F)cc3)c(=O)c3oc4ccccc4c32)cc1	-1	-3	-7	0	17	-6	-8	-8

SENP7 inh: entries above that show a hit
compound,SENP7 inh,HKDC1 inhibitor,UBC13 inh,697 NFkB inh,Jurkat NFkB inh
COc1cccc2cc(-c3ccnc(N)n3)oc12,53*,-3,3,-14,-28
Clc1ncccc1-c1nnn(-c2ccccc2)n1,89*,0,6,-148,-138
COc1cccc(NC(=O)c2cc3ccccc3oc2=O)c1,100*,1,-3,-85,-128

(more compounds)
SMILES	SENP7 inh	HKDC1 inhibitor	UBC13 inh	Apaf-1 inh	697 NFkB inh	Gli-Sufu block	SENP8 inh	Jurkat NFkB inh
COc1ccc(-c2nnc(NC(=O)C3=COCCO3)o2)cc1	-1	-7	-3	8	12	-13	-5	6
CCC1(C)Cc2c(sc3nc(SC)nc(N)c23)CO1 (configuration not stated)	2	14	5	-7	19	2	-2	-5
COc1cc(CNCc2ccncc2)cc(Br)c1OCc1ccccc1F	9	8	2	10	-8	29	3	1
N#Cc1cccc(-n2nnnc2-c2ccccn2)c1	-4	1	-4	-3	13	-6	9	3
CCOC(=O)CSc1nnc(Cc2ccccc2)n1-c1cccc(Cl)c1	-2	-2	5	15	6	9	2	11
CC(=O)/C=C/c1ccccc1Oc1c(F)c(F)nc(F)c1F	-2	4	0	2	-29	-23	-4	-7

Screens deposited in PubChem by Sanford-Burnham Center for Chemical Genomics.
